# Source: PubChem BioAssay (several laboratories)
# L929 necroptosis = inhibitors of zVAD-triggered necroptosis, primary screen, L929 cells | L929 zVAD necroptosis rescue, ATP luminescence, 24 h; with zVAD 60 µM | viability rescue, % at 10 µM | 0.38% of 220,000 active;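 active means activation, scaled between plate controls, above about 75%, limit read from the data; inactive means activation under that limit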;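 further: 0% = zVAD with DMSO and 100% = DMSO alone without zVAD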
# FXIa inh 1536 = human FXIa protease inhibitors, primary screen, biochemical, 1536-well. Coagulation factor XI (Homo sapiens), P03951. purified FXIa, Boc-Glu-Ala-Arg-AMC fluorogenic substrate. inhibition, % at 5 µM. 0.14% of 220,000 active. AID 798, 2007;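 active means inhibition of at least 40%; inactive means inhibition below 40%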;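 further: fluorescence of freed AMC excited at 355 nm; 0% = enzyme without compound and 100% = no enzyme blank; many of its hits are not listed in these tables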
# hK5 inh = human KLK5 protease inhibitors, primary screen, biochemical, 1536-well | recombinant hK5, fluorogenic AMC substrate cleavage | inhibition, % at 5 µM | 0.59% of 210,000 active;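 active means inhibition of 40% or more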;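 further: 0% = enzyme controls without compound and 100% = no-enzyme blanks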
# Target sequence (Q9Y337 67-293 limits assumed): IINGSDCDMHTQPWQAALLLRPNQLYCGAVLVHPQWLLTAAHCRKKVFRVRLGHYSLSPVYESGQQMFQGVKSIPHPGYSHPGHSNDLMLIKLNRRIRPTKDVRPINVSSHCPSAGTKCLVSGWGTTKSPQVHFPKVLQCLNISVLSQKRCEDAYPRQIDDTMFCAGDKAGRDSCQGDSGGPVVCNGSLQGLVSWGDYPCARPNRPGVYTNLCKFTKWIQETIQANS
# FXIIa inh 1536 = human FXIIa protease inhibitors, primary screen, biochemical, 1536-well | purified FXIIa, Boc-QGR-AMC fluorogenic substrate, 2 h | 0.3% of 220,000 active | inhibition, % at 5 µM; in the data active means inhibition above about 40%;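 further: 0% = enzyme with no compound and 100% = blank without enzyme; many of its hits are not listed in these tables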
# Thrombin inh = human alpha-thrombin inhibitors, primary screen, counter-screen for coagulation protease inhibitor project, biochemical, 1536-well, fluorogenic AMC substrate; Boc-VPR-AMC fluorogenic substrate cleavage; inhibition, % at 5 µM; 0.26% of 220,000 active;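 active means inhibition at or above 40%; inactive means inhibition below 40%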;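 further: 0% = enzyme with no compound and 100% = wells without enzyme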
#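 Material: human alpha-thrombin enzyme / Medium: pH 7.5 Tris (50 mM) with NaCl 150 mM, Tween 20 0.05% / Compound: single-point dosing at 5 µM, 0.2% DMSO / Incubation: enzyme reaction carried out at room temperature / Detection: AMC fluorescence, 355/460 nm / Read-out basis: percent inhibition scaled between no-compound controls and no-enzyme blanks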
# Cl transport mod = KCC2 cotransporter modulators, thallium flux, primary screen, cell-based, HEK293 KCC2, FluoZin-2 fluorescence, MLSMR; Solute carrier family 12 member 5 (Homo sapiens), Q9H2X9; KCC2 cells, thallium flux FluoZin-2 fluorescence; B-score of Tl+ flux slope (higher = more flux/activation; lower = inhibition) at 10 µM; 2.2% of 190,000 active; AID 1456, 2008;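 active means thallium flux slope and its plate-corrected score both differing from the plate sample mean at a set confidence after two filtering rounds, in either direction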;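 further: slope of fluorescence scaled to starting intensity during 10 to 20 s after thallium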
# Hck-Nef inh = inhibitors of Nef-activated human Hck kinase, primary screen, biochemical, Z-Lyte FRET, 384-well, Hck-YEEI | Tyrosine-protein kinase HCK (Homo sapiens), P08631 | Recombinant Hck-YEEI plus Nef, Z-Lyte FRET kinase assay | inhibition, % at 20 µM | 0.68% of 220,000 active | AID 463187, 2010;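 active means Hck-Nef kinase inhibition above about 50%, limit read from the data; inactive means inhibition below that limit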;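 further: 0% = DMSO with Hck plus Nef and 100% = Hck alone without Nef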
# Target sequence (P08631 whole entry, looked up): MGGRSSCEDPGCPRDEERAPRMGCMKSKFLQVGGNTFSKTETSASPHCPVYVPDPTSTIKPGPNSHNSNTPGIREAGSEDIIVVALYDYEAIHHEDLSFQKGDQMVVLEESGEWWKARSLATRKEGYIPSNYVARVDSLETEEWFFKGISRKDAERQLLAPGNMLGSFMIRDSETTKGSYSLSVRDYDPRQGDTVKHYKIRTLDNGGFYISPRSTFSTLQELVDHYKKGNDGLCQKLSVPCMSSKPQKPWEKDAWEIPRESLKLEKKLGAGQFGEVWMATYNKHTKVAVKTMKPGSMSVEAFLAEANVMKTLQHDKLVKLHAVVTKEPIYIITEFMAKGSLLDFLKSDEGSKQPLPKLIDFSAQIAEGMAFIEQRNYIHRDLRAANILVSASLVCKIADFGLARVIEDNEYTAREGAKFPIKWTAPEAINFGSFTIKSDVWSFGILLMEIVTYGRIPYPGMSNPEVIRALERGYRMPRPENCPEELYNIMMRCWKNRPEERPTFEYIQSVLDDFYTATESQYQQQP
# Rad51 HR inh = human RAD51 strand exchange inhibitors, primary screen, biochemical, fluorescence. DNA repair protein RAD51 homolog 1 (Homo sapiens), Q06609. hRad51 DNA strand exchange, fluorescence dequenching. inhibition, % at 10 µM. 0.085% of 200,000 active;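 active means inhibition above 40% at the single screening dose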;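 further: 0% = DMSO control wells and 100% = blanks with heterologous ssDNA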
# Target sequence (Q06609 whole entry, looked up): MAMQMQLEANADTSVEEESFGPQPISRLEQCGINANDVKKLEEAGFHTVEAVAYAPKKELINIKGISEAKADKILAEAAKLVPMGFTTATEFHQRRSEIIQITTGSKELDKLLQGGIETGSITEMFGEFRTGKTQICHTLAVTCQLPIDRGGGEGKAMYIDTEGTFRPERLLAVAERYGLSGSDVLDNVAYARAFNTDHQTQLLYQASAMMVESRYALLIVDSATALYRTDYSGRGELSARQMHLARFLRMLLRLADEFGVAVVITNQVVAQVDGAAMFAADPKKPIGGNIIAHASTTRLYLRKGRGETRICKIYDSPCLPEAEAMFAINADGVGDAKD
#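 Assay system: Human Rad51 nucleoprotein filaments preassembled on unlabelled ssDNA | Reagent: Donor/quencher-labelled 47-bp dsDNA substrate | Doses: One concentration, 10 µM final | Times: 37 °C 15-min filament assembly, 30-min compound preincubation, 15-min exchange | Technique: Fluorescein emission 520 nm, excitation 485 nm | Benchmarks: Plate control and blank wells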
# TNF death inh = inhibitors of TNF-alpha triggered necroptosis, primary screen, cell-based, Jurkat FADD-/-, single concentration; Jurkat FADD-/- TNF necroptosis rescue, ATP luminescence, 24 h; 0 = TNF only, 100 = no-TNF cells; AID 463075, 2010; activation (protection from cell death), % at 10 µM; 0.068% of 220,000 active;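 active means activation, meaning protection from cell death, of at least 50% relative to plate controls; inactive means activation below 50%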;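 further: necroptosis triggered by 40 ng/mL TNF-alpha added together with compound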
# The depositor's hits bear a star; . = no result given.
# Value order – Hck-Nef inh	Thrombin inh	hK5 inh	Cl transport mod	Rad51 HR inh	L929 necroptosis	TNF death inh	FXIIa inh 1536	FXIa inh 1536
CN1C(=O)c2ccc(C(=O)NCc3ccccc3)cc2C1=O
→ -11	0	-5	0.29	4	-1.0	-0.3	13	0
CC(=O)OCC(=O)[C@@]12OC3(CCCC3)O[C@@H]1C[C@H]1[C@@H]3CCC4=CC(=O)C=C[C@]4(C)[C@@]3(F)[C@@H](O)C[C@@]12C
→ -1	-6	-14	-0.11	6	62	-1.5	6	-3
COc1cccc(CCNC(=O)CC2C(=O)NCCN2CC(C)(C)C)c1 (stereo unspecified)
→ 13	-14	.	.	-15	-0.1	0.8	0	-3
COc1ccc(CNC(=O)/C=C/c2ccco2)cc1OC
→ 16	-8	-5	0.69	-23	-1.1	-0.5	13	1
CCN(CC)P(=O)(Nc1cccc(C(F)(F)F)c1)c1ccc(N(C)C)cc1NC(=O)c1ccco1 (stereo unspecified)
→ 21	-6	-4	-1	1	-0.1	-0.2	4	13
CC(=O)NC(O)C(=O)c1ccccc1 (stereo unspecified)
→ 5	-3	8	.	-3	0.4	-0.6	6	2
Cc1cccc(OCCCC(=O)Nc2ccc3c(c2)OCO3)c1
→ -1	2	-6	-0.43	-5	0.4	-0.9	19	7
COc1ccc(NC(=O)C2CCOC(C)(C)C2)cc1 (stereo unspecified)
→ 0	-8	-7	-0.36	4	1.5	4.8	1	1
CCOC(=O)Cn1c(C)c(Br)c(COC)c(C#N)c1=O
→ 19	-8	1	-0.54	.	-0.1	4.7	1	2
COc1cccc(N2C(=O)C(Cc3c[nH]c4ccccc34)NC2=S)c1 (stereo unspecified)
→ 2	-5	-4	0.49	4	1.0	3.4	0	-1
CCOC(=O)c1c(C)n(C)c2cc(-c3cccc(C(F)(F)F)c3)c(O)cc12
→ 4	-1	-11	1.7	15	0.4	0.3	8	16
CNc1oc(-c2cccs2)nc1C#N
→ 2	-11	-15	0.014	.	-0.2	-1.5	-2	-2
CCn1c(SCC(=O)Nc2c(C)n(C)n(-c3ccccc3)c2=O)nnc1-c1cccc(C)c1
→ 1	-2	-1	-0.011	.	0.1	-4.5	4	1
O=C(CCCc1cccs1)Nc1nc2c(s1)CCCC2
→ 6	-6	-3	0.024	-3	-0.7	0.9	9	2
O=C(CCCCn1c(=O)[nH]c2ccsc2c1=O)NCc1cccnc1
→ 1	0	-20	0.53	-8	1.0	-1.0	14	8
O=c1/c(=C\c2cccnc2)sc2nc3ccccc3n12
→ -1	5	11	.	2	0.1	-0.2	19	5
COc1cccc(NC(=O)C2C3C=CC4(O3)C2C(=O)N(C(C)C)C4C(=O)NC2CCCCC2C)c1 (stereo unspecified)
→ 5	3	12	-1.4	-4	-0.1	1.0	12	5
S=C(Nc1cccc(Cl)c1)N(CCCN1CCCC1)Cc1cccn1Cc1ccc(Cl)cc1
→ 10	1	3	0.29	-6	-1.7	1.0	16	8
CCOc1ccc(N(CC(=O)N/N=C/c2cccnc2)S(C)(=O)=O)cc1
→ -28	3	-6	0.9	9	0.1	-0.4	4	-2
O=C(O)c1cnc(-c2ccccc2)nc1Sc1ccccc1Cl
→ 0	-3	-14	.	0	-0.2	-2.1	11	1
CN(CCO)c1cc(NCCCN2CCC(Cc3ccccc3)CC2)c2nonc2c1[N+](=O)[O-]
→ 12	-8	-3	-0.99	24	-1.7	-11	7	4
OCCC1CN(Cc2cc(F)ccc2-n2cccn2)CCN1Cc1ccc(F)cc1 (stereo unspecified)
→ 13	-4	0	0.36	.	-0.1	-0.8	6	2
O=C(OCc1cc(Cl)ccc1OC(F)F)c1cccnc1
→ 16	-1	-4	-1.2	-20	2.0	-1.1	-1	-6
CCCCCc1nc2ccccc2c(=O)n1NC(=O)c1c(O)c2cccc3c2n(c1=O)CCC3
→ 1	.	.	1.1	.	0.3	0.0	.	.
O=C(NC1CCN(C(=O)Nc2ccccc2)CC1)C1CCCCC1
→ 1	0	1	0.7	2	0.1	-2.6	-1	-1
CC1=C(C(N)=O)C(c2sccc2C)n2nnnc2N1 (stereo unspecified)
→ 2	0	-15	.	-6	0.5	1.0	17	1
CCc1nnc(NC(=O)c2cccc(S(=O)(=O)N3CCc4ccccc43)c2)s1
→ 0	3	-6	.	5	2.1	1.0	16	2
COc1cc(C(c2nnnn2C(C)(C)C)N2CCN(C)CC2)cc(OC)c1OC (stereo unspecified)
→ 2	-5	14	-0.47	.	-0.3	-1.9	-18	-13
Cc1ccc(N2C(=O)NC(NC(=O)C3CC3)(C(F)(F)F)C2=O)cc1 (stereo unspecified)
→ 3	-8	-17	0.34	-6	0.7	-0.6	6	2
COc1ccc(N/C(=C/[N+](=O)[O-])SC)cc1
→ 25	-11	-1	0	10	2.3	0.7	6	-3
O=C(CSc1cccc[n+]1[O-])Nc1cccc(S(=O)(=O)NC2=NCCCCC2)c1
→ 4	-5	-4	-0.063	-5	3.6	0.4	1	-6
Cc1cc(C)n(-c2cc(=O)n(C)c(=O)n2C)n1
→ -1	-9	-17	.	2	1.5	-0.5	13	-2
Cc1ccc(N2C(=O)CSC2c2cccs2)cc1 (stereo unspecified)
→ 2	3	-5	0.46	-6	-0.2	0.5	17	5
CCOC(=O)c1noc(C)c1C(=O)Nc1cccc(F)c1
→ 0	5	-2	.	8	-0.5	-2.4	15	10
Cc1nc2ccccc2n1CC(=O)N/N=C\C=C\c1ccccc1
→ 1	5	-17	.	4	-0.3	-1.1	16	2
Cc1cc(C)c(NC(=O)c2cc3c(nc4sccn43)s2)c(C)c1
→ 6	-4	-7	-0.24	-3	1.5	-2.6	6	-6
CCn1c(SCc2c(Cl)cccc2Cl)nnc1-c1nn(-c2ccccc2)ccc1=O
→ 0	0	9	-1.2	.	0.2	-1.9	6	-10
C[C@H]1[C@H](C)CC[C@]2(C)CC[C@]3(C)C(=CC[C@@H]4[C@@]5(C)CC[C@@H](O)[C@](C)(C(=O)O)[C@@H]5CC[C@]43C)[C@H]12
→ 36	-1	0	-0.012	3	-0.3	1.7	6	1
C/C(=N\N=C(/N)SC1CC(=O)N(c2ccc(Br)cc2)C1=O)c1cccs1 (stereo unspecified)
→ -1	4	-13	0.024	3	0.5	-0.1	0	-12
CC(/C=C1\SC(=O)N(CC(=O)Nc2cccc(O)c2)C1=O)=C\c1ccccc1
→ -1	9	-9	.	6	0.0	-4.2	8	-5

# For convenience, some entries already given.
# Value order – Hck-Nef inh	Thrombin inh	hK5 inh	Cl transport mod	Rad51 HR inh	L929 necroptosis	TNF death inh	FXIIa inh 1536	FXIa inh 1536
O=C(CSc1cccc[n+]1[O-])Nc1cccc(S(=O)(=O)NC2=NCCCCC2)c1
→ 4	-5	-4	-0.063	-5	3.6	0.4	1	-6
Cc1cc(C)n(-c2cc(=O)n(C)c(=O)n2C)n1
→ -1	-9	-17	.	2	1.5	-0.5	13	-2

# Further records follow.
# Value order – Hck-Nef inh	Thrombin inh	hK5 inh	Cl transport mod	Rad51 HR inh	L929 necroptosis	TNF death inh	FXIIa inh 1536	FXIa inh 1536
COc1ccc(C2C(C(C)=O)=C(O)C(=O)N2c2nccs2)cc1 (stereo unspecified)
→ 1	0	3	-0.14	7	0.1	0.4	-1	2
Cn1c(C(=O)N2CCN(c3nc4ccccc4s3)CC2)cc2sccc21
→ 1	-7	-23	-1.1	7	0.3	-12	9	-2
O=C1CC(c2ccco2)CC(O)=C1C=Nc1ccc(Br)cc1 (stereo unspecified)
→ -2	-4	-3	1.1	0	-0.7	-5.7	10	3
Cc1ccc(NS(=O)(=O)c2cc(C(=O)Nc3cccc(N(C)S(C)(=O)=O)c3)ccc2C)c(C)c1
→ 1	3	-18	-1.6	5	0.4	2.2	13	5
O=S(=O)(NC1CCCCC1)c1ccc(-c2csnn2)s1
→ -9	-5	-8	-0.87	10	-0.2	-0.4	-2	-7
Cc1ccc(-n2nc(C)c3c(C)c(CCC(=O)NCc4ccccc4)c(C)nc32)cc1
→ 1	-7	0	-0.49	6	2.1	1.6	10	5
CSc1snnc1-c1ccccc1
→ -4	-5	-4	-0.79	4	2.3	6.1	5	-6
CCn1c2c(c3cc(C(=O)O)ccc31)CCCC2=O
→ 12	-3	-3	-0.27	13	0.4	0.1	0	-7
N#CC(=C=[N-])c1nc2ccccc2nc1-[n+]1cccc(NC(=O)c2cccs2)c1
→ -20	0	22	0.4	-2	0.7	-9.2	4	0
CC(=O)Nc1nc2ccccc2[nH]1
→ 9	-2	1	0.67	.	-0.4	-0.3	8	2
CCc1ccc2[nH]c(C(=O)Nc3ccc4c(c3)OCO4)cc2c1
→ 18	3	8	-1.1	6	2.6	-3.1	8	7
CCOC(=O)N/N=C\c1ccc(-c2cc(Cl)ccc2Cl)o1
→ 6	-8	.	2	.	2.6	0.0	11	1
CCCC(=O)OCC(=O)Nc1ccc2[nH]c(=O)[nH]c2c1
→ -2	-3	-10	-0.081	9	0.7	-1.0	2	-4
CC(=O)Nc1ccc(Sc2ncccc2C(=O)Nc2ccc(F)cc2)cn1
→ 0	1	2	.	0	0.1	-1.8	5	0
Cc1ccc(C(C(=O)Nc2ccc(C(C)C)cc2)N(C)C(=O)c2ccc(=O)[nH]c2)cc1 (stereo unspecified)
→ -4	-1	22	-0.098	.	0.0	0.5	8	0
CCc1c(O)c(/C(C)=N\O)c(=O)n(-c2ccccc2)c1-c1ccccc1
→ 0	-7	-14	0	4	1.2	1.0	5	2
CC(=O)c1ccc(NC(=O)c2ccc(C)c(Br)c2)cc1
→ 25	-8	1	0.29	0	35	0.8	3	0
O=[N+]([O-])c1cccc(-n2cccc2/C=N/Nc2nc(N3CCCCC3)nc(N3CCCCC3)n2)c1
→ 14	-6	-4	-0.61	13	0.2	1.5	8	-1
CSc1sc(C(=O)NNC(C)=O)c2c1C=CCC2
→ 2	-6	26	0.82	-6	0.7	-1.3	2	-15
CCc1cc(/C(Cc2ccccn2)=N\O)c(O)cc1O
→ 0	5	-5	-1.4	-11	0.2	-6.9	21	4
COc1ccc(CNC(=O)c2cccc(S(=O)(=O)N3CCN(C)CC3)c2)cc1
→ 18	-9	-3	0.72	-4	2.5	0.8	1	-6
CC(C)Oc1ccc(CN=C(N)N=C(N)N)cc1Cl
→ 2	-10	-1	0.74	5	0.8	0.1	12	4
COc1ccccc1NC(=O)C1CC(=O)OC1c1ccccc1 (stereo unspecified)
→ 0	4	-10	-0.48	28	0.9	0.9	10	4
CCCS(=O)(=O)N1CCCC(C(=O)NCCN(C)Cc2ccccc2)C1 (stereo unspecified)
→ -1	-1	2	1.1	-3	0.8	-0.4	-8	-9
CCOC(=O)c1sc(=S)n(C)c1NC(=O)c1ccccc1
→ 0	-1	-24	0.75	.	0.6	0.3	5	5
CCC(NC(=O)c1ccccc1NC(=O)c1ccccc1)C(=O)NNC(=O)c1cccnc1 (stereo unspecified)
→ -5	-7	-4	-0.0011	19	0.8	-0.4	-1	-2

# This is a subset (hit frequency here may not be typical).
